# Abs 340nm = absorbance at 340 nm; compound absorbance at 340 nm, fold over control; fold change at 10 µM; AID 708; 65,000 tested, under 10 active;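 active = at 10 µM dose, initial 340 nm absorbance at least 2 fold that of control wells; inactive = change under 2 fold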;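 also: initial absorbance extrapolated from kinetic A340 decline of NADH oxidation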
# Autofluor 339 = intrinsic fluorescence of library compounds, ex339/em460 – biochemical, MLSMR library, data from DPM-DC assay, artefact control, profiling panel. compound autofluorescence, ex339/em460 nm, NADH buffer; stronger effect = higher value; 1 = no-compound wells, NADH background. fluorescence fold increase at 10 µM. 65,000 tested, 5.5% active. AID 709;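 active = at 10 µM, mean starting fluorescence two-fold or more over control wells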;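 also: signal is the first read of a kinetic run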
# S1P3 ag = activates the human S1P3 receptor. Q99500. S1P3 NFAT-BLA reporter cells, agonism, FRET ratio; relative to 1 µM S1P, basal subtracted. activation, % at 4.5 µM. 60,000 tested, 0.1% active;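 active = activation above the screen-wide mean plus 3 SD, cut at about 4.5% in these data, passing the limit was not always enough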; also: some compounds called inactive have numbers as strong as hits
# Target sequence (Q99500 whole entry, looked up): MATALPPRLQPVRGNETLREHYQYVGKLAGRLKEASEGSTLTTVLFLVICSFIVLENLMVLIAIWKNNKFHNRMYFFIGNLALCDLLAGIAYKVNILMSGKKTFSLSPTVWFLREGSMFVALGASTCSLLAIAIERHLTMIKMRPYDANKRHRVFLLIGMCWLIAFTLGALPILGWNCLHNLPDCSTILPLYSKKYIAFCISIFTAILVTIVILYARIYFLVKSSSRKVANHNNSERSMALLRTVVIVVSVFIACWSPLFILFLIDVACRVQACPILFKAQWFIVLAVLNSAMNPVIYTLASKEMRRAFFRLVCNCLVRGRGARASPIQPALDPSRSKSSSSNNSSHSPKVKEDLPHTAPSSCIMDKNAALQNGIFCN
#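 Assay system: stable CHO line with human S1P3, Gα16, NFAT-BLA reporter; Detection: FRET β-lactamase substrate fluorescence, excitation 405 nm, 460/535 nm emission ratio, background-subtracted; Read-out: percent activation versus median 1 µM S1P response, basal-subtracted, per plate; Incubation: cells plated overnight, compound 4 h 37 °C, substrate 2 h RT.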
# MMP13 inh = blocks human MMP13 activity | P45452 | MMP-13 fTHP FRET cleavage, Mca fluorescence | inhibition, % at 4 µM | 65,000 tested, 0.07% active | AID 570;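 active = inhibition above the mean of compound-free control plate wells plus 3 SD, cut at about 14% in these data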;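 also: 0% = DMSO wells and 100% = wells with reference MMP-13 inhibitor after basal subtraction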
# HTR1E antagonist = blocks the human 5-HT1E serotonin receptor; P28566; CHO 5-HT1E Ga15 NFAT-bla reporter, FRET, antagonist; inhibition, % at 6 µM; 65,000 tested, 0.99% active; AID 571;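 active = inhibition above a set limit, the mean inhibition across every tested compound plus 3 SD, cut at about 29% in these data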;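 also: signal is the 460 over 535 nm emission ratio of beta-lactamase substrate; 0% = agonist plus DMSO wells and 100% = wells without agonist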
# HER2 expr 66K = lowers expression of human Her2 kinase; P04626; SKBR-3 HER2 protein level, AlphaScreen, 18-24 h; stronger effect = lower value; HER2 level % of control, % at 10 µM; 65,000 tested, 0.69% active;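 active = HER2 level under 5% of the carrier-only control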;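 also: 100% = DMSO carrier and 0% = 500 nM PU-H71 HSP90 inhibitor; lower value means stronger loss of Her2 protein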
# 5HT1a antag = antagonists of human 5-HT1a serotonin receptor | P08908 | CHO 5-HT1a Ga15 NFAT-bla reporter, antagonist mode | inhibition, % at 10 µM | 62,000 tested, 0.68% active;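 active = inhibition above the mean of all tested compounds plus 3 SD, cut at about 43% in these data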;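 also: receptor stimulated by 5-CT agonist at 100 nM near EC80; beta-lactamase reporter measured by ratiometric fluorescence of a cleavable substrate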
# S1P1 ag pot = activates or potentiates agonism at human S1P1 receptor; P21453; S1P1 CRE-bla cells, forskolin, beta-lactamase FRET, potentiator mode; S1P1 agonist co-added at EC20, 2 nM; 100% = saturating reference agonist, 0% = basal; activation, % at 9.5 µM; 56,000 tested, 0.57% active;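 active = activation above a cutoff set at the mean activation of all tested compounds plus 3 SD, cut at about 54% in these data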;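 also: forskolin at 4 µM as EC80 and the EC20 agonist is SEW2871; 100% = SEW2871 at its EC100 plus forskolin at EC80; some compounds past the cut are filed as inactive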
# Target sequence (P21453 whole entry, looked up): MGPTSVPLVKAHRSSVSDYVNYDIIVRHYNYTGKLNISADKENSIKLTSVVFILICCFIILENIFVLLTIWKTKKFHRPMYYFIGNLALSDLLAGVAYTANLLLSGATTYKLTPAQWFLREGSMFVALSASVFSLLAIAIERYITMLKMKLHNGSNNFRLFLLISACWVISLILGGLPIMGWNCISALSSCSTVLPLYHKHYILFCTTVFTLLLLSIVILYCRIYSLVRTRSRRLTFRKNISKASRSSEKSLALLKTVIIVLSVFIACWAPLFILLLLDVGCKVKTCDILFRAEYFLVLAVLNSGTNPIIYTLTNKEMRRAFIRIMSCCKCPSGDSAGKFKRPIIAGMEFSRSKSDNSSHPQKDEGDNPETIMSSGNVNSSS
# 5HT1E ag = 5-HT1E (human) receptor agonism; P28566; 65,000 tested, 0.69% active; activation, % at 6 µM; CHO 5-HT1E Ga15 NFAT-bla reporter, FRET; 0% DMSO wells, 100% control agonist wells;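 active = activation above a set limit, the screen-wide mean activation plus 3 SD, cut at about 8.5% in these data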;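 also: 100% = positive control agonist at 1 µM giving full maximal response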
# * marks the source's active call; other numbers are inactive results; / = not tested or not shown; [ ] = another dose, or the depositor's remark. Compounds were not picked by outcome; about 8.5% have a hit in one of these screens.
SMILES,Abs 340nm,Autofluor 339,S1P3 ag,MMP13 inh,HTR1E antagonist,HER2 expr 66K,5HT1a antag,S1P1 ag pot,5HT1E ag
CC(C)CCn1c(=O)c2ccccc2n2c(COC(=O)c3ccc(S(=O)(=O)N(C)C)cc3)nnc12,1,1.1,-1.0,0,0,101,-1,9,-0.4
CCOC(=O)c1ccc(N2C(=O)CC(Sc3nc(O)c(CC)c(=O)[nH]3)C2=O)cc1 (configuration not stated),1.1,1.1,0.0,-3,-4,95,-6,9,0.1
O=C(Nc1ccc(Cl)cc1)N1CCCC1,1,1.1,-0.3,5,6,103,-2,/,0.8
Cn1c(SCC(=O)NCc2cccs2)nnc1-c1ccco1,1.1,1.1,0.6,-3,-7,93,-16,3,0.0
CCOC(=O)c1cccc(NC(=O)CCc2nc(-c3ccc(C)cc3)no2)c1,1,1.1,-0.7,4,4,93,2,-17,-0.9
c1ccc(-c2nn3nnnc3c3ccccc23)cc1,0.97,1,0.5,-2,-4,140,-2,-35,0.1
Cc1ccc(Oc2ccc(N)cc2)cc1,1,1.1,-0.5,-4,-13,91,11,-15,-0.5
CCc1nc(N(CC)CC)c2oc3ccccc3c2n1,1.1,1.2,/,1,10,/,21,/,-0.7
CCC(C(=O)O)n1nnc(-c2ccc(-c3ccc(OC)cc3)cc2)n1 (configuration not stated),0.99,1.2,-0.2,-3,5,97,-6,-7,-0.1
Cc1cc(C)cc(Nc2ccc(C(=O)O)cc2N)c1,1,2.9*,-1.5,-90[fluorescence artefact?],10,104,6,9,0.3
COC(=O)CCc1c(C)c(C(=O)c2ccco2)c2ccccn12,1,1.1,-0.6,7,0,86,4,10,-0.4
CCn1cc(C(=O)N2CCCC2)c(=O)c2cc(S(=O)(=O)N(C)C)ccc21,1.1,1,-0.9,1,-3,93,7,-7,0.0
COc1cccc(NC(=O)CSc2nc3c(c(=O)n2C)SC(C)C3)c1 (configuration not stated),1.1,1,-1.3,11,-17,112,-13,-6,0.5
Cc1ccc2[nH]c(=O)c(COC(=O)C3CCCO3)cc2c1 (configuration not stated),1.1,1.4,-0.6,-4,-10,101,0,-22,-0.4
CCN(CC)S(=O)(=O)c1ccc(NC(=O)CN(c2ccc(OC)cc2OC)S(C)(=O)=O)cc1,1,1.1,-0.7,6,0,134,-4,4,0.7
COc1ccc(C(=O)OCCN=C2NS(=O)(=O)c3ccccc32)cc1OC,0.99,1.1,/,1,-3,107,7,/,-0.4
O=C(CCN1C(=O)c2ccccc2C1=O)N1CCC(c2ccccc2)C1 (configuration not stated),1,1.1,0.6,1,-5,66,-6,/,0.7
O=S(=O)(c1ccc(Oc2ccccc2)cc1)N1CCOCC1,1.1,1.1,-0.2,4,-6,115,8,-6,0.5
O=C(C1=C(O)C(=O)N(c2ncccn2)C1c1cccs1)c1ccco1 (configuration not stated),1.1,1,-0.9,1,13,86,12,/,-0.4
CC(=O)N1CCc2c(sc(NC(=O)c3ccc(S(=O)(=O)N(C)C)cc3)c2C#N)C1,1.1,0.99,-0.5,3,-5,104,2,-9,1.4

# Retrieved by compound from the list above, seven records:
SMILES,Abs 340nm,Autofluor 339,S1P3 ag,MMP13 inh,HTR1E antagonist,HER2 expr 66K,5HT1a antag,S1P1 ag pot,5HT1E ag
CCn1cc(C(=O)N2CCCC2)c(=O)c2cc(S(=O)(=O)N(C)C)ccc21,1.1,1,-0.9,1,-3,93,7,-7,0.0
O=S(=O)(c1ccc(Oc2ccccc2)cc1)N1CCOCC1,1.1,1.1,-0.2,4,-6,115,8,-6,0.5
COc1ccc(C(=O)OCCN=C2NS(=O)(=O)c3ccccc32)cc1OC,0.99,1.1,/,1,-3,107,7,/,-0.4
COC(=O)CCc1c(C)c(C(=O)c2ccco2)c2ccccn12,1,1.1,-0.6,7,0,86,4,10,-0.4
CCN(CC)S(=O)(=O)c1ccc(NC(=O)CN(c2ccc(OC)cc2OC)S(C)(=O)=O)cc1,1,1.1,-0.7,6,0,134,-4,4,0.7
COc1cccc(NC(=O)CSc2nc3c(c(=O)n2C)SC(C)C3)c1 (configuration not stated),1.1,1,-1.3,11,-17,112,-13,-6,0.5
O=C(C1=C(O)C(=O)N(c2ncccn2)C1c1cccs1)c1ccco1 (configuration not stated),1.1,1,-0.9,1,13,86,12,/,-0.4

# More entries:
SMILES,Abs 340nm,Autofluor 339,S1P3 ag,MMP13 inh,HTR1E antagonist,HER2 expr 66K,5HT1a antag,S1P1 ag pot,5HT1E ag
CC(C)CC(C(=O)NCc1ccccn1)N1C(=O)c2ccccc2C1=O (configuration not stated),1,1,-0.8,-5,-3,115,10,-4,-0.3
CCOc1ccccc1-n1c(SCC(=O)N(CC)CC)nnc1-c1ccccn1,1,1.1,-0.8,4,-4,79,8,0,-0.7
CCn1c(SCC(=O)NCc2ccco2)nc2cccnc21,1,1.1,-1.3,0,-15,95,-8,-6,-0.2
Cc1nc(-c2coc3cc(OCC(=O)O)ccc3c2=O)cs1,0.98,1.2,-1.5,-19,-2,154,/,-8,0.0
COCCNC(=O)Cc1ccc(Br)cc1,1,1.1,-0.5,2,-14,83,-15,3,-0.1
CC1CC(=O)N(Cc2ccccc2)c2ccccc2N1C=O (configuration not stated),1,0.93,0.2,3,0,135,4,-12,-0.4
Cc1cc(C)c(S(=O)(=O)N2CCN(C)CC2)c(C)c1,1,1,-1.3,3,2,117,10,-15,-1.2
Cc1ccc(N(CC(=O)Nc2ccc(F)cc2)S(=O)(=O)N2CCCC2)cc1,1,1.1,-1.6,-2,5,78,24,2,-0.3
c1coc(Cn2c(-c3ccco3)nc3ccccc32)c1,1,1.3,-0.7,-19,7,87,5,-7,-0.3
O=C(CSc1ncccn1)NCc1ccccc1,0.98,1,-0.9,-10,3,88,0,-22,1.8
CC(=O)N1CCCc2cc(S(=O)(=O)NCCC3=CCCCC3)ccc21,0.99,1.1,-0.7,0,12,109,17,58,0.0
O=C(C1CCCN(S(=O)(=O)c2cccs2)C1)N1CCc2ccccc2C1 (configuration not stated),1,1.1,-0.2,-10,0,82,-8,12,0.1
COc1ccc(CCNC(=O)c2ccc(N3CCCC3=O)cc2)cc1OC,0.98,1,/,-5,-4,95,4,/,-0.9
Cc1ccc(C)c(N2CCN(C(=O)c3cc4ccccn4n3)CC2)c1,0.98,1,-0.7,3,1,87,0,-21,0.9
Cc1cc(NC(=O)CN2CC3CC(C2)c2cccc(=O)n2C3)nc2c1c(=O)oc1ccccc12 (configuration not stated),1.1,1.1,-0.4,0,-13,84,-6,-1,0.5
CCC1CCCN1Cn1cnc2c([nH]c3ccccc32)c1=O (configuration not stated),1.1,1.8,-0.7,-28,-1,120,-2,-16,0.4
O=C(CCn1c(=O)oc2ccccc21)NCc1cccs1,1,1,-1.1,1,7,87,4,8,-0.6
c1ccc(-c2nnc(CSc3nnc(-c4ccncc4)n3Cc3ccco3)o2)cc1,1.1,1.1,-0.1,1,4,90,-12,-6,0.6
CCC(=O)/C=C1\Sc2ccc(OC)cc2N1CCO,1.1,1,-0.3,-2,2,80,-4,15,0.0
COc1ccc(C(CC(=O)O)NC(=O)COc2ccccc2)cc1OC (configuration not stated),1,1.1,-0.7,-3,-9,92,-1,3,-0.1

# Entries of single compounds, looked up by structure. Order of screens: Abs 340nm | Autofluor 339 | S1P3 ag | MMP13 inh | HTR1E antagonist | HER2 expr 66K | 5HT1a antag | S1P1 ag pot | 5HT1E ag
# Entry for CCC1CCCN1Cn1cnc2c([nH]c3ccccc32)c1=O (configuration not stated) → 1.1 | 1.8 | -0.7 | -28 | -1 | 120 | -2 | -16 | 0.4
# Entry for O=C(CCn1c(=O)oc2ccccc21)NCc1cccs1 → 1 | 1 | -1.1 | 1 | 7 | 87 | 4 | 8 | -0.6
# Entry for CC(=O)N1CCCc2cc(S(=O)(=O)NCCC3=CCCCC3)ccc21 → 0.99 | 1.1 | -0.7 | 0 | 12 | 109 | 17 | 58 | 0.0

# (next part)
SMILES,Abs 340nm,Autofluor 339,S1P3 ag,MMP13 inh,HTR1E antagonist,HER2 expr 66K,5HT1a antag,S1P1 ag pot,5HT1E ag
CCOC(=O)c1c(C)oc2ccc(OCC(=O)N(CC)CC)cc12,0.98,1.1,-0.3,-6,-6,67,-5,-6,-0.2
CC1=C(C(=O)N2CCCCC2)C(c2cccs2)C2=C(CCCC2=O)N1 (configuration not stated),1.1,2.1*,-0.1,-20,2,87,-22,-10,1.0
Cc1ccc(NC(=O)CSc2nnc(CSc3nc(C)cc(C)n3)n2Cc2ccco2)c(C)c1,1,1,-0.3,-8,-21,82,4,4,-0.1
CCC(C(=O)NC1CCCC1)N(Cc1ccc2c(c1)OCO2)C(=O)c1snc(C(N)=O)c1N (configuration not stated),1,1.5,0.6,-2,-1,121,9,-7,-0.2
Cc1noc(C)c1CSc1ncnc2ccccc12,1,1.2,-0.1,5,-1,83,-10,-32,-0.1
CN(CC(=O)NC1CCCCC1)S(=O)(=O)c1ccc(Br)s1,1,1.1,/,0,1,109,-9,/,0.8
Cc1nn(-c2ccccc2)c2[nH]c(=O)c(CNc3ccc4c(c3)OCCO4)cc12,1,1,0.2,-4,-1,64,-8,-10,-0.3
CC(C)Oc1ccc(CNCC2(O)CCOC(C)(C)C2)cc1 (configuration not stated),1.1,1.1,-0.8,3,3,100,4,/,0.3
Cc1ccc(S(=O)(=O)N2CCCC(C(=O)NC3=NCCS3)C2)cc1 (configuration not stated),0.98,1,-0.4,5,11,76,4,2,-1.4
O=C(Nc1cccc(F)c1)c1ccc(S(=O)(=O)NCC2CCCO2)cc1 (configuration not stated),1,1,0.1,0,1,81,4,0,-0.8
Cc1onc(-c2ccccc2)c1C(=O)N1CC(C)OC(C)C1 (configuration not stated),1.1,1.1,-1.1,1,5,149,-9,2,0.6
CCOC(=O)c1sc2nc(NC(=O)C3CCCCC3)sc2c1C,1,1.3,-1.6,-9,-8,95,-12,74*,-0.6
Cc1noc(C)c1CSc1nc2sc(C)c(C)c2c(=O)n1-c1ccccc1,1.1,1.1,-1.0,2,20,74,7,-30,-0.3
O=C(Nc1ccccc1)C1CC=CCC1C(=O)OCC1CCCO1 (configuration not stated),1,1,-0.4,-9,5,98,1,-32,1.9
Cc1noc(C)c1COC(=O)C1CC(O)CN1S(=O)(=O)c1ccc(Cl)cc1 (configuration not stated),1,1.1,-1.5,3,-5,130,-6,-11,1.5
CCN(CC)C(=O)Cn1ncc2c1-c1ccccc1OC2,0.99,1,-0.4,2,-2,106,-9,-24,0.2
O=C(CSc1nnc(-c2ccncc2)n1Cc1ccco1)Nc1ccccc1Cl,0.99,1.1,-0.6,-1,-6,95,10,5,-1.0
N#Cc1nc(COc2ccc(-c3ccccc3)cc2)oc1NCc1cccnc1,1,1.1,-0.5,0,8,88,-16,1,0.2
COc1cc2[nH]c(=S)n(CCN3CCCCC3C)c(=O)c2cc1OC (configuration not stated),1.1,1.1,/,2,11,114,2,/,-0.1
c1ccc(-n2c(-c3ccncc3)nnc2N2CCOCC2)cc1,0.98,1.1,0.4,4,13,-3.3*,-12,6,0.2
COC(=O)Cn1cnc2c(nnn2-c2cccc(Cl)c2)c1=O,1,1,0.2,-2,0,117,-5,-6,-0.1
Cn1nnnc1SCCNCc1cccc2ccccc12,1,1.1,-0.4,2,-6,100,1,-16,1.9

# High-throughput results deposited in PubChem by several laboratories.
